West Nile virus CPE = West Nile virus antiviral activity, cell-based, CPE readout (AID 1621); CPE inhibition, % at 10 µM, or IC50 in µM where a hit was titrated; hit rate 0.02% among 290,000; West Nile virus-infected cells, CPE inhibition; higher % means a stronger effect; in the data active means a potency from the dose series; inconclusive means CPE inhibition mostly from about 3.7% at the one dose, without a potency; inactive means the rest, 99 in 100 with CPE inhibition below about 2.2%; further: strong numbers were not always called active
CSM14.1 death rescue = protection against thapsigargin-triggered cell killing – 384-well, CSM14.1, ATP luminescence, primary screen (AID 1222) | cellular ATP content (survival), % at 20 µM; hits with a dose series show EC50 in µM | CSM14.1 thapsigargin-induced death rescue, ATP luminescence; higher % means a stronger effect | 190,000 tested, under 10 active;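 active means EC50 below 50 µM in the dose-response confirmation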;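 further: death triggered by thapsigargin at about 15 µM added after 2 h compound pretreatment; cell ATP read after overnight thapsigargin exposure of roughly 18 to 22 hours; normalized against plate controls of thapsigargin alone and 5% DMSO vehicle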
RSV CPE inhibition = inhibition of RSV-induced cytopathic effect – HEp-2 cells, primary 10 µM value included (AID 2391); HEp-2 cells, RSV-induced CPE inhibition; higher % means a stronger effect; CPE inhibition, % at 10 µM, or IC50 in µM where a hit was titrated; hit rate 0.13% among 310,000; in the data active means a potency from the dose series; inconclusive means CPE inhibition mostly from about 23% at the one dose, without a potency; inactive means the rest, 99 in 100 with CPE inhibition below about 21%; further: strong numbers were not always called active
UTI89 phage lysis = inhibition of K1F phage lysis, E. coli UTI89, bacterial capsule biogenesis inhibitors, alamar blue (AID 488966) | inhibition, % at 100 µM; hits with a dose series show IC50 in µM | E. coli UTI89 K1F phage lysis, alamar blue, 2 h; higher % means a stronger effect | hit rate 0.02% among 340,000;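 active means phage lysis inhibition, versus mean bacterial control, above a set limit; inconclusive means no clear call, values can overlap the other calls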;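 further: capsule biogenesis inhibitors block K1F phage lysis so surviving cells raise fluorescence; higher fluorescence means more inhibition of phage lysis; actives were called in the ten point dose series up to 300 µM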
SV40 large T antigen = TAg ATPase/helicase activity blockers – biochemical (AID 1903); SV40 large T antigen ATPase/helicase inhibition assay; higher % means a stronger effect; hit rate 0.39% among 310,000; inhibition, % at 20 µM, or IC50 in µM where a hit was titrated; in the data active means a potency from the dose series; inconclusive means inhibition mostly from about 32% at the one dose, without a potency; inactive means the rest, 99 in 100 with inhibition below about 32%; further: strong numbers were not always called active
Yfh1-depleted yeast = enhancers of respiration in Yfh1-depleted yeast, dose response, Friedreich's ataxia, plus single-dose screen (AID 1465). S. cerevisiae Yfh1-off respiration, WST-1 reduction, 72 h; higher fold induction means a stronger effect. one-dose fold induction at 50 µM; EC50 in µM for titrated hits. hit rate 0.074% among 220,000;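 active means fold induction of absorbance versus untreated yeast above a set limit, then at least 30% activation at any dose in follow-up; inconclusive means repeats straddling the limit, or above it without dose testing; inactive means fold induction below the set limit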;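 further: activators that raise dye reduction in frataxin-depleted yeast; strong numbers were not always called active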
WT yeast gro inh = growth inhibition of WT yeast, mitochondrial fusion screen; inhibition, % at 10 µM; hit rate 2.1% among 190,000; mitochondrial fusion phenotypic screen, WT strain; in the data active means inhibition above about 58%; tested in S. cerevisiae
XIAP antagonists = small molecules displacing peptide from XIAP – biochemical, IAP family, fluorescence polarization (AID 1018); XIAP BIR domain, fluorescence polarization peptide displacement; higher % means a stronger effect; hit rate 0.007% among 200,000; displacement, % at 20 µM; hits with a dose series show IC50 in µM; in the data active means displacement above about 50%; further: a part of the inactive calls stands beside numbers as strong as those of hits
NS5 inhibitors = Dengue-2 NS5 methyltransferase inhibitors, primary screen, biochemical, confirmation dose response (AID 588689); Dengue-2 NS5 methyltransferase capping enzyme assay, biochemical; higher % means a stronger effect; inhibition, % at 25 µM, or IC50 in µM where a hit was titrated; hit rate 0.3% among 340,000; in the data active means a potency from the dose series; inconclusive means inhibition above about 29% without an active follow-up result
WT yeast gro inh mutant strain = further read-out of WT yeast gro inh, marked with its call; inhibition, %; mitochondrial fusion phenotypic screen, mutant strain inhibition
NS5 inhibitors pilot replicate = second read-out of NS5 inhibitors, no call of its own (marks repeat the call); inhibition, %; measured here: pilot screen replicate inhibition
* = called active by the depositor; i = inactive; u = inconclusive; x = not tested or not shown; [ ] = remark or other dose.

SMILES | West Nile virus CPE | CSM14.1 death rescue | RSV CPE inhibition | UTI89 phage lysis | SV40 large T antigen | Yfh1-depleted yeast | WT yeast gro inh | WT yeast gro inh mutant strain | XIAP antagonists | NS5 inhibitors | others
COc1cc(CNc2ncnc3c2[nH]c2ccc(C)cc23)cc(OC)c1 | -0.5% | x | 11% | -0.8% | 3% | i | x | x | x | 2%
O=C(c1ccc2c(=O)n3c(nc2c1)CCCCC3)N1CCCCC1 | 0.2% | x | 1.0% | 0.1% | 9% | x | x | x | x | -16%
O=C(CSc1ncn(-c2ccccc2)n1)NCc1ccccc1 | 0.9% | -3.9% | 1.8% | 0.5% | 1% | i | -17 | -12 | -2.9% | 3%
CC(=O)Nc1ccc(S(=O)(=O)N(C)CC(=O)OCC(=O)Nc2cccnc2Cl)cc1 | 0.3% | 0.9% | 1.6% | -0.2%[50 µM] | 6% | i | -7 | 8 | -23% | -12%
COc1ccc(Cl)cc1C(=O)NNC(=S)NC1CCCC1 | 0.2% | -0.6% | 1.3% | -0.1% | 5% | i | 8 | 7 | -1.5% | -9%
Cn1c(SCc2nc3ccccc3n2CCO)nc2ccccc21 | 0.7% | -1.3% | -1.1% | -0.2% | 7% | i | 3 | -9 | -0.5% | -10%
COc1cccc(NC(=O)COC(=O)c2ccc(S(=O)(=O)NCc3ccco3)cc2)c1 | 0.2% | -3.3% | -0.6% | 4.7% | 8% | i | 5 | 7 | -1.0% | -3%
Nc1nc2nc[nH]c2c(=O)[nH]1 | x | x | 2.3% | 4.3% | 26% | x | x | x | x | -6%
c1ccc(CSc2ncn[nH]2)nc1 | 0.5% | 1.3% | 1.1% | 0.2% | 8% | i | -4 | -5 | -6.5% | x
COc1ccc(-c2cn3c(C)c(C(=O)Nc4cc(NC(C)=O)ccc4OC)sc3n2)cc1 | 0.5% | -1.8% | 2.5% | 3.0% | 4% | i | -2 | 1 | -2.5% | -6%
COC(=O)c1ccc(CSc2nc3c(cnn3-c3ccc(C)c(C)c3)c(=O)[nH]2)o1 | 0.3% | -2.8% | -0.1% | 4.2% | 6% | x | -4 | 15 | -1.9% | -2%
Cc1ccc(-c2cccc(C(=O)NCc3ccccc3)n2)c2ccccc12 | -0.5% | -0.9% | 8.5% | 0.2% | 4% | i | 41 | 21 | -6.5% | -4%
NC(=O)CSC1=N/C(=C\c2ccco2)C(=O)N1c1ccc(OC(F)F)cc1 | 0.4% | 0.8% | 0.2% | 2.0% | 2% | i | 1 | -4 | -3.6% | -11%
O=C(O)CCn1cc(/C=C\C(=O)c2ccc(Cl)cc2)c(-c2cccc(Br)c2)n1 | -0.3% | -0.1% | 8.7% | -0.5% | 14% | i | -12 | 10 | -8.0% | 26%
COc1ccc(OCCNC(=O)/C=C/c2ccccc2)cc1 | -0.6% | -0.3% | -1.4% | -0.6% | 6% | i | 7 | -11 | -4.0% | -9%
Cc1cc(/C=N\NC(=O)CC(=O)NC2CCCCC2)c(C)n1-c1ccc(Cl)c(Cl)c1 | -0.5% | 0.1% | 3.2% | 3.5% | 10% | i | 15 | -25 | 1.7% | -9%
CCOC(=O)N1CCN(C(=S)NC(=O)c2cc(Br)ccc2Cl)CC1 | 0.2% | 0.4% | -0.6% | 0.2% | 4% | i | -6 | -11 | -2.2% | -10%
CCN(CC)S(=O)(=O)c1ccc(-c2nnc(SCC(=O)Nc3ccc(OC)c(OC)c3)o2)cc1 | 1.4% | -3.7% | -0.5% | 0.2% | 12% | i | -6 | -3 | -8.8% | 5%
Cc1ccc(C(O)CN2C3=NCCCN3c3ccccc32)cc1 (stereo not drawn) | -0.5% | -2.3% | -0.1% | 7.3% | 0% | i | -3 | -1 | 2.0% | -4%
COC(=O)C1=NN[C@H](C(=O)OC)[C@H]1c1ccccc1 | -0.2% | -0.6% | 0.8% | 4.5% | 6% | i | -17 | 4 | -3.2% | -4%
CCOC(=O)CC1(NC(=O)C2CCC(=O)N(C3CC3)C2)CCCCC1 (stereo not drawn) | -0.2% | x | 0.2% | 0.1% | -1% | x | x | x | x | -1%
Nc1nc(SCC(=O)NCc2ccccc2)n[nH]1 | 0.2% | -3.1% | -0.4% | 1.4% | 8% | i | 6 | 11 | -4.5% | -5%
N#Cc1ccc(C(=O)Nc2cccc3ncccc23)c(F)c1 | 0.0% | -0.9% | u | 0.3%[50 µM] | 12% | i | -9 | -12 | 21% | 0%
CCN(C(=O)c1cc2c(=O)n3ccccc3nc2n1CCCOC)C1CCCCC1 | 1.4% | x | -0.3% | 0.2% | 19% | x | x | x | x | -5%
Cc1ccc(CC(=O)NC2CCSC2=O)cc1 (stereo not drawn) | 0.1% | -0.4% | -0.8% | 0.1% | 8% | i | -2 | -6 | -6.4% | 1%

Entries listed so far with fluorine (2):
SMILES | West Nile virus CPE | CSM14.1 death rescue | RSV CPE inhibition | UTI89 phage lysis | SV40 large T antigen | Yfh1-depleted yeast | WT yeast gro inh | WT yeast gro inh mutant strain | XIAP antagonists | NS5 inhibitors | others
NC(=O)CSC1=N/C(=C\c2ccco2)C(=O)N1c1ccc(OC(F)F)cc1 | 0.4% | 0.8% | 0.2% | 2.0% | 2% | i | 1 | -4 | -3.6% | -11%
N#Cc1ccc(C(=O)Nc2cccc3ncccc23)c(F)c1 | 0.0% | -0.9% | u | 0.3%[50 µM] | 12% | i | -9 | -12 | 21% | 0%

New compounds follow.
SMILES | West Nile virus CPE | CSM14.1 death rescue | RSV CPE inhibition | UTI89 phage lysis | SV40 large T antigen | Yfh1-depleted yeast | WT yeast gro inh | WT yeast gro inh mutant strain | XIAP antagonists | NS5 inhibitors | others
COc1ccccc1C1CC(c2ccc(F)cc2)Nc2ncnn21 (stereo not drawn) | -0.6% | -2.6% | 0.8% | -0.5% | 0% | i | -6 | 42 | -5.8% | -1% | NS5 inhibitors pilot replicate=1.8
CC(NC(=O)COC(=O)Cc1ccsc1)c1ccccc1 (stereo not drawn) | 0.8% | -1.4% | 0.7% | 0.6% | 6% | i | -8 | -19 | -4.3% | -7%
[O-]/C(=C(\C(=S)NCc1ccccc1)[n+]1ccccc1)c1ccc(Cl)s1 | -0.5% | 26% | -2.8% | -0.5% | 10% | i | -28 | -4 | -4.6% | -2%
CCCCCC(O)(CCCCC)C(=O)NNc1ccccc1 | -0.2% | -0.9% | 3.4% | u | 6% | i | -15 | -15 | -4.3% | -1%
C=CCN1C(=O)CN=C1NCc1ccccc1 | -0.1% | 4.9% | 1.0% | 1.5% | -3% | i | 0 | 6 | -3.7% | -4%
O=C(NC1=NCCS1)Nc1ccccc1 | 0.3% | -3.9% | 1.3% | 0.1% | 6% | i | 21 | 89 | -1.2% | -4%
C=C1CN(Cc2ccccc2)S(=O)(=O)c2ccccc21 | -1.0% | x | 1.4% | 1.6% | 15% | i | x | x | x | -3%
Cc1cc([N+](=O)[O-])c(C)cc1-c1ccc(/C=N/NC(=O)Cn2nnnc2N)o1 | -0.6% | -0.7% | 17% | 0.7% | 8% | i | 12 | -5 | -16% | 27%
O=S1(=O)N[C@H](c2ccccc2)C[C@H](c2ccc(C(F)(F)F)cc2)O1 | -0.6% | x | -0.5% | -0.6% | 14% | x | x | x | x | 2%
O=C(c1ccco1)c1cn(CC(=O)N2CCCCCC2)c2ccccc12 | -0.8% | 0.8% | 4.4% | -0.1% | 2% | i | 5 | 8 | -3.6% | -2%
O=C(c1ccc(Cl)c(S(=O)(=O)N2CCCC2)c1)N1CCN(c2ccc(F)cc2)CC1 | -2.0% | 2.0% | 1.8% | 0.6% | 13% | i | -7 | 8 | -5.8% | 0%
CCCCCN1C(C)=CC(=C(C#N)C#N)C=C1C | -1.2% | -0.1% | 1.4% | -0.4% | 6% | i | -3 | -12 | -5.1% | -4%
N#CC(=C1N=c2ccccc2=N1)c1c(O)[nH]c2ccccc12 | 0.2% | -1.8% | x | x | 9% | i | 1 | -4 | -4.9% | x
CCCCOc1ccc(Cc2cnc(N)nc2N)cc1 | -0.3% | x | x | 8.0% | 7% | i | x | x | x | -6%
Cc1ccccc1C(=O)NC(=S)Nc1ccc2[nH]c(=O)[nH]c2c1 | -0.9% | 0.4% | 2.5% | 0.3% | 11% | i | 15 | -2 | -7.8% | -2%
COc1cc(OC)c2ccc(=O)oc2c1C(CC(=O)N1CCCC1)c1ccc(N(C)C)cc1 (stereo not drawn) | -0.5% | x | -0.6% | 1.4% | 20% | i | x | x | x | -8%
COc1ccccc1-n1c(=O)c(C#N)c(-c2ccc([N+](=O)[O-])cc2)c2cc(C(=O)c3cc(F)ccc3O)cnc21 | -0.7% | -1.0% | -1.2% | 0.9% | 4% | i | -11 | 9 | -1.9% | -8%
COc1cc2ncnc(NCc3ccc4c(c3)OCO4)c2cc1OC | 1.1% | x | -0.9% | 0.0% | 7% | x | x | x | x | -2%
O=C(NCCC1=CCCCC1)c1cc(S(=O)(=O)N2CCOCC2)ccc1Cl | x | x | -1.4% | 1.6%[50 µM] | 6% | x | x | x | x | -1%
CC(C)CNC(=O)COc1ncnc2ccccc12 | 0.2% | 1.7% | 1.4% | 0.3% | 1% | i | -2 | 13 | -4.8% | 3%
CCOC(=O)C1CCN(S(=O)(=O)c2cccc(C(=O)Nc3ccccc3)c2)CC1 | 0.4% | x | 2.4% | -0.2%[50 µM] | 4% | x | x | x | x | -6%
COc1ccccc1C(=O)NNC(=O)c1ccc(F)cc1 | 0.1% | -3.6% | 0.6% | 0.3% | 8% | i | 10 | 5 | -4.0% | 7%
CC(C)(C)C1CCC(OC(=O)C[N+]2(C)CCCCC2)CC1 (stereo not drawn) | 0.3% | -2.6% | 0.4% | 0.4% | 20% | i | 5 | 6 | -0.5% | -10%
Cc1ccc2nc3ccc(N4CCCCCCC4)nn3c(=O)c2c1 | -0.4% | -4.1% | u | -0.6% | 6% | i | 12 | 21 | -6.3% | -6%
COc1ccc(-n2nc(C(=O)NCC(=O)NCC3COc4ccccc4O3)c3ccccc3c2=O)cc1 (stereo not drawn) | -0.4% | -0.2% | 0.6% | 3.9% | 11% | i | -6 | 12 | -2.9% | -2%
CN(C(=O)C1CCCC1)C1CCS(=O)(=O)C1 (stereo not drawn) | x | x | -2.8% | 0.9%[50 µM] | 7% | x | x | x | x | 1%
CCN1CCN(C(=O)c2ccc3c(=O)n(Cc4ccccc4OC)c(=S)[nH]c3c2)CC1 | -0.5% | -0.2% | -1.8% | 4.2% | 16% | i | -8 | 4 | -2.7% | 2%
CC(O)[C@H]1CNC(=O)C(=O)N1CCc1cccc(F)c1 (stereo partly drawn) | 1.7% | x | -0.8% | 1.6% | 0% | i | x | x | x | -11%
O=C(c1ccc(NC2=NC3CS(=O)(=O)CC3S2)cc1)N(CCO)Cc1ccccc1 (stereo not drawn) | -0.5% | x | 1.9% | 0.1% | x | x | x | x | x | -9%
COc1cccc(CN2CCN(C3CCN(c4ccccc4C)CC3)CC2CCO)c1 (stereo not drawn) | -1.8% | -1.4% | -2.2% | 0.6% | x | i | -6 | 3 | -0.3% | x

Source: PubChem BioAssay
